NALP1 inh – inhibitors of NALP1 inflammasome in yeast; S. cerevisiae NALP1/ASC/caspase-1 growth, X-gal OD620, 72 h; inhibition, % at 10 µM; 280,000 tested, 0.61% active; AID 2071; in the data active = inhibition mostly above about 24%, no sharp cut-off; inactive = mostly below about 32%; note: some compounds called inactive have numbers as strong as hits
PfM18AAP inh – PfM18AAP enzyme inhibition; inhibition, % at 7.35 µM; recombinant PfM18AAP, H-Glu-NHMec fluorogenic cleavage; AID 1822; 290,000 tested, 1.2% active;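 active = inhibition above the campaign mean inhibition over all tested compounds plus 3 SD, cut at about 28% in these data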;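 note: 0% = plate median of test compound wells and 100% = 2 mM ZnCl2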
GalR3 antagonist – human GalR3 antagonism; HEK293 GalR3-CNG cAMP membrane potential fluorescence; galR3 body fused to GalR1 C-terminus; inhibition, % at 3 µM; 360,000 tested, 0.44% active; AID 651719;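 active = inhibition above the screen-wide average plus 3 SD, cut at about 13% in these data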;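 note: forskolin and galanin both at EC90 stimulate the cells; cAMP rise reported by CNG channel membrane potential dye signal; 0% = forskolin plus galanin with DMSO and 100% = forskolin alone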
Target sequence (O60755 1-299 limits assumed): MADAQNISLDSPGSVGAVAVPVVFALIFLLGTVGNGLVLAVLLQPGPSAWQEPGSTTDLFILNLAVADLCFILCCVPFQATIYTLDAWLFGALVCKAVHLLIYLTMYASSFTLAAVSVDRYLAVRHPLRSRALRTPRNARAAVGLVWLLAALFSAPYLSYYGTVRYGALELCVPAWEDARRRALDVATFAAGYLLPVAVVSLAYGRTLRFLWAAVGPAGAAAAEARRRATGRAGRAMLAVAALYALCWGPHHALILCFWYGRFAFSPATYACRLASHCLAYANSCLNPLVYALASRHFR
OXTR agonist – human OXTR agonism | P30559 | CHO-OTR cells, Fluo-8 calcium fluorescence; normalized: DMSO 0%, oxytocin 100% | activation, % at 3 µM | 320,000 tested, 0.32% active;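 active = activation above the mean of all tested compounds plus 3 SD, cutoff set per screening run, cut at about 20% in these data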;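 note: peak over basal fluorescence ratio from a 100 s FLIPR kinetic read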
Target sequence (P30559 whole entry, looked up): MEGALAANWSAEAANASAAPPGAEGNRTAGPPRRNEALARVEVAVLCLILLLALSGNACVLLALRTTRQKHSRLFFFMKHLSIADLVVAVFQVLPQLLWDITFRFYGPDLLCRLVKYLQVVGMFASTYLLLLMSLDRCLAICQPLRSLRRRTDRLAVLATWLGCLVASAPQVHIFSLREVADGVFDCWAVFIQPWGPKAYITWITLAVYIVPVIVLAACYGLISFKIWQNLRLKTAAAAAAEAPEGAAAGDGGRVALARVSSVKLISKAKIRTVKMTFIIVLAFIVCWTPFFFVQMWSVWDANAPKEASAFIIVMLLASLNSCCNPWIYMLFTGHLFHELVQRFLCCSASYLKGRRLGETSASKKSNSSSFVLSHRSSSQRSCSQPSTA
OXTR potentiator – potentiates the human oxytocin receptor response. P30559. CHO-OTR cells, Fluo-8 calcium fluorescence, potentiator mode; 0% = oxytocin EC15, 100% = EC100. activation, % at 3 µM. 320,000 tested, 0.061% active;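 active = activation above that plate's cutoff, the mean activation of tested compounds plus 3 SD, cut at about 6.6% in these data, passing the limit was not always enough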;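 note: 100% uses oxytocin at 75 nM as the full agonist control; some results filed as inactive read as strong as hits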
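Measured by – Fluo-8 calcium dye fluorescence · Test system – human OTR in CHO cells · Dosing – one concentration, 3.0 µM compound · Controls – EC15 oxytocin alone as 0%, 75 nM oxytocin as 100% · Evaluation – normalized max/min fluorescence ratio, % activation · Timing – 6 min pre-incubation, 100 s read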
GPR7 antag – human neuropeptides B/W receptor 1 antagonism. GPR7-expressing cells, fluorescence antagonist assay. inhibition, % at 4.4 µM. 290,000 tested, 1.1% active. AID 1861; in the data active = inhibition above about 16%, passing the limit was not always enough;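 note: cells stimulated with the agonist NPW; 0% = agonist with vehicle and 100% = vehicle without agonist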
MEKK2mut PB1 HTS – signal of MEK5 binding to mutant human MEKK2 PB1 domain; bead flow cytometry, Alexa488-MEK5 binding to MEKK2 mutant; percent response, % at 10 µM; 290,000 tested, 0.35% active; AID 1530; in the data active = percent response above about 24%, passing the limit was not always enough; note: inactives centre near 1; some results filed as inactive read as strong as hits
MEKK2 WT-MEK5 – raises or lowers MEK5 binding to wildtype human MEKK2 PB1 domain; binding response (% of control), % at 10 µM; 290,000 tested, 1.1% active; bead flow cytometry, Alexa488-MEK5 binding to MEKK2 WT; actives lie on both sides; Q9Y2U5; AID 1531; in the data active = binding response below about 67% or above about 130%
V1aR counter – activates human V1a receptor in oxytocin agonist counter-screen; P37288; CHO-V1R cells, Fluo-8 calcium fluorescence, agonist mode; 0% DMSO, 100% 3 nM vasopressin; activation, % at 3 µM; 320,000 tested, 0.25% active;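 active = activation above the mean activation of all tested compounds plus 3 SD, per screening run, cut at about 20% in these data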;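 note: signal is peak over basal fluorescence ratio across a 100 second FLIPR read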
* = called active by the depositor; / = not tested or not shown.

smiles | NALP1 inh | PfM18AAP inh | GalR3 antagonist | OXTR agonist | OXTR potentiator | GPR7 antag | MEKK2mut PB1 HTS | MEKK2 WT-MEK5 | V1aR counter
O=C1c2cccnc2C(O)N1C1CCCCC1 (configuration not stated) | 5 | 0 | -4 | 1.0 | 5 | 7 | 6 | 100 | 0.5
CCn1ccnc1CN(C)Cc1c(C(=O)N2CCCCCCC2)nc2ccc(Cl)cn12 | 5 | 1 | -1 | 0.2 | -1 | -10 | 6 | 108 | 1.1
Cn1c(-c2c(N)n(CCCc3ccccc3)c3nc4ccccc4nc23)nc2ccccc21 | 41* | -7 | / | / | / | -3 | 5 | 122 | /
CC(C)(C)c1ccc(C(=O)NNc2ccc(F)cc2F)cc1 | / | 12 | -4 | -1.8 | -3 | -5 | -26 | 94 | -0.3
COc1cc(C(C#N)N2CCC(c3ccccc3)=N2)ccc1O (configuration not stated) | / | 6 | -3 | 0.4 | -3 | -4 | 5 | 100 | 0.4
O=C(Nc1cccc2cccnc12)c1ccc(Cl)cc1Cl | 12 | 6 | -5 | -1.9 | -1 | -20 | -5 | 90 | -1.7
COc1nc(OCCNC(C)=O)nc(N(C)C)n1 | 8 | 3 | -1 | 1.0 | -1 | -1 | 5 | 107 | 0.1
COc1cccc(CN2CC(C(=O)N3CCOCC3)CCC2=O)c1 (configuration not stated) | 12 | 2 | -8 | 0.8 | -4 | 9 | 2 | 105 | 0.6
Cc1c(Nc2nc(-c3ccc(Cl)cc3)cs2)c(=O)n(-c2ccccc2)n1C | 24 | -6 | -4 | -1.9 | -3 | -4 | 2 | 104 | -0.8
CC(C)(C)C1CCC(C(=O)NCCc2ccc(S(N)(=O)=O)cc2)CC1 (configuration not stated) | 8 | 2 | -8 | 3.7 | -11 | -2 | 1 | 98 | 5.4
CC(C)(C)SCCSC1=CC(=O)CC(c2ccccc2)C1 (configuration not stated) | 15 | -8 | -13 | -2.0 | -11 | -9 | -3 | 100 | -0.9
Cc1ccnc(SCC(=O)NC2CCCCCC2)n1 | 15 | -6 | 0 | 0.9 | 2 | -6 | 7 | 106 | 0.8
COc1ccccc1NC(=S)NCCc1ccc(S(N)(=O)=O)cc1 | -1 | 5 | -7 | 0.0 | -11 | -5 | -2 | 99 | 1.9
COC(=O)c1ccccc1NC(=O)COC(=O)c1ccco1 | -6 | -6 | -3 | -1.9 | -8 | -8 | -7 | 98 | 0.1
Cc1ccc(CNC(=O)CSc2nnc3n2CCCCC3)cc1 | / | / | 0 | -0.1 | -3 | / | / | / | 0.6
O=C(NCc1cccc(C(F)(F)F)c1)C1CC(c2ccc(C(F)(F)F)cc2)=NO1 (configuration not stated) | / | / | -4 | 0.5 | -10 | / | 1 | 86 | 2.4
COc1cc(C(=O)OCC(=O)Nc2cc(C)on2)ccc1OCc1ccccc1Cl | -5 | -4 | 7 | 0.8 | -8 | 0 | -11 | 87 | 0.7
Cc1onc(-c2ccccc2Cl)c1C(=O)NC1CCCCCC1 | 7 | -7 | -8 | -2.0 | -9 | -4 | 8 | 108 | -1.1
COc1ccc(CN2C(=O)CCC2(C)C(=O)NC2CCCC2)c(OC)c1 (configuration not stated) | 29 | 4 | 6 | -0.2 | -2 | -7 | -4 | 96 | 0.6
COc1ccccc1OCCC(=O)OCC(=O)NCc1ccc(Cl)cc1 | 11 | -1 | -4 | -0.5 | 2 | -1 | 2 | 101 | 0.4
Cn1nccc1C(=O)Nc1ccc2c(c1)OCCO2 | 0 | -1 | -3 | -1.6 | 5 | 10 | -1 | 100 | -1.6
C=C1CCC2[C@](C)(CO)[C@H](O)CC[C@@]2(C)[C@@H]1C/C=C1\C(=O)OC[C@H]1O (some centres not stated) | / | / | -3 | -0.3 | 4 | / | / | / | 0.2
COCCCNC(=S)N/N=C/c1ccc(O)cc1O | / | 36* | -2 | -0.2 | -8 | -11 | 19 | 115 | -0.5
Cc1ccc(S(=O)(=O)N2CCC(C(=O)OCC(=O)N(C)C3CCS(=O)(=O)C3)CC2)cc1C (configuration not stated) | / | / | -4 | 1.2 | 8 | / | / | / | 1.5
O=C(NC1CCCC1)c1cc(COc2ccc3ncccc3c2)on1 | -68 | 2 | / | 11 | -22 | 2 | 6 | 100 | 10
Cc1ccnc(NCn2nnc3ccccc32)c1 | -2 | -6 | -5 | -0.5 | 3 | -11 | -13 | 89 | 0.3
COc1ccc(OC)c(N/C(C)=C/C(=O)c2ccncc2)c1 | 25 | 9 | -10 | -2.3 | -6 | -2 | 8 | 97 | -1.1
COc1cc2c(cc1OC)CN(C(=O)CSc1ccccc1C)CC2 | / | / | -4 | 1.1 | -7 | / | / | / | 0.5
O=C(Cc1ccc([N+](=O)[O-])cc1)Nc1cccc(C(F)(F)F)c1 | 33 | 10 | -6 | 3.4 | -9 | 39* | -4 | 108 | 9.3
CCc1c(C)nc(N2CCN(c3ccccc3F)CC2)[nH]c1=O | 11 | -12 | -9 | 3.1 | -13 | -10 | -2 | 95 | 5.5
COc1ccccc1CNC(=O)C(=O)c1cn(CC(=O)N2CCCC2)c2ccccc12 | 1 | 9 | 0 | 0.6 | -6 | -8 | 8 | 108 | -0.1
CCCCCCC(C)n1cc(C(C)=O)c(=O)[nH]c1=O (configuration not stated) | -9 | 0 | -4 | -1.1 | -9 | -1 | -4 | 90 | 0.5
O=C(O)c1cccnc1SCc1cccc(Br)c1 | -3 | -7 | -6 | 1.1 | 1 | -5 | 3 | 103 | -0.1
O=C(N/N=C\C=C\c1ccc2c(c1)OCO2)C1COc2ccccc2O1 (configuration not stated) | 21 | 6 | -4 | -1.1 | -1 | 0 | 0 | 102 | -0.6
O=C1CC(C(=O)N2CCN(c3ccccc3Cl)CC2)CN1Cc1ccccc1 (configuration not stated) | / | / | -3 | 1.1 | -6 | / | / | / | 3.6
CCn1cc(C(=O)NC2CC(C)(C)Cc3c2cnn3-c2cccc(F)c2)cn1 (configuration not stated) | 4 | 0 | -1 | -0.9 | -7 | -8 | 8 | 110 | -0.4
Cn1nnnc1SC(C(=O)Nc1ccc(F)cc1)c1ccccc1 (configuration not stated) | 9 | -14 | -5 | -2.1 | -4 | -10 | -1 | 108 | -0.6
CC12CC3CC(C)(C1)CC(C(O)CN1CCOCC1)(C3)C2 (configuration not stated) | 3 | -6 | -2 | 1.5 | -10 | -9 | 1 | 104 | 0.4
Cc1ccc(OC(=O)N2CCOCC2)cc1 | -7 | 1 | -3 | -0.1 | -11 | -15 | 1 | 94 | 0.4
O=C(C1CCCN(Cc2ccc([N+](=O)[O-])cc2)C1)N1CCCCC1 (configuration not stated) | 32 | -6 | -9 | 1.8 | -8 | -1 | 10 | 108 | 0.9
CSc1nc(-c2ccco2)cc(-c2ccccc2)c1C#N | 3 | -3 | 0 | -0.9 | -10 | -8 | -4 | 97 | 0.5
COc1ccc(-c2cc(C3CCN(c4ncccc4[N+](=O)[O-])CC3)[nH]n2)cc1 | -16 | 0 | -2 | 3.3 | -9 | -1 | 3 | 105 | 3.7
Cc1c(NC(=O)c2nn3c(c2Br)NC(c2ccccc2)CC3C(F)(F)F)c(=O)n(-c2ccccc2)n1C (configuration not stated) | 23 | -2 | -10 | -0.3 | -9 | -1 | -2 | 101 | 1.8
CC(Nc1cc(N2CCOCC2)ccc1[N+](=O)[O-])c1ccccc1 (configuration not stated) | 21 | 3 | -3 | -1.9 | -2 | -8 | 1 | 96 | -1.7
CCCCOC(=O)CSc1nc(N)c(C#N)c(-c2ccc(OCC)cc2)c1C#N | 4 | -14 | -3 | 0.3 | 0 | -8 | 6 | 112 | 1.5
Nc1nnn(CC(=O)N/N=C/c2ccncc2)n1 | / | -11 | 1 | -0.2 | -3 | -11 | 25 | 120 | -1.2
COC(=O)C(Cc1ccc(O)cc1)NC(=O)CCc1nc2ccccc2s1 (configuration not stated) | 0 | 4 | -11 | 6.7 | -4 | 0 | -3 | 98 | 5.4
CC(C)c1ccc(NC2CCCN(C(=O)c3ccncc3)C2)cc1 (configuration not stated) | 2 | 17 | 0 | -0.5 | 5 | -18 | 12 | 98 | -0.2
CCOc1ccc(N(CC(=O)NC2CCCCCC2)S(=O)(=O)c2c(C)noc2C)cc1 | 1 | 0 | -2 | -1.3 | 4 | 10 | 0 | 98 | -1.3
CCOc1ccccc1NC(=O)Nc1cnccn1 | 7 | 7 | -2 | -1.9 | -2 | 0 | -11 | 90 | -0.6
Cc1onc(-c2c(Cl)cccc2Cl)c1C(=O)N=C(N)N1CCOCC1 | 17 | -12 | -6 | 0.0 | -6 | -9 | 8 | 99 | -0.3
O=C(c1cccs1)N(Cc1cccc(F)c1)C1CCS(=O)(=O)C1 (configuration not stated) | -5 | -6 | 0 | -0.7 | 0 | -4 | 2 | 100 | 0.9
COc1ccccc1NS(=O)(=O)NC(=O)c1c(C)[nH]c2ccccc12 | 13 | 1 | 4 | -0.3 | -6 | -4 | 5 | 102 | -0.6
CC(C)COC(=O)c1ccc(NC(=O)C2C3CCC(C3)C2C(=O)O)cc1 (configuration not stated) | 2 | 2 | -2 | -0.4 | -10 | 0 | -6 | 105 | 0.2
Nc1nc(Nc2ccccc2F)nc(NCc2ccco2)c1[N+](=O)[O-] | 10 | 4 | 1 | -2.2 | -1 | -31 | -6 | 93 | -0.4
COc1cc(C(=O)OCC(=O)N2CCCCC2C)ccc1OCc1c(C)noc1C (configuration not stated) | -2 | 5 | -7 | 1.1 | -20 | -10 | -1 | 94 | -0.1

Bioassay records deposited in PubChem BioAssay by several laboratories.
